proCasp7 act – counter-screen: procaspase-7 (human) activation; P55210; 0.093% of 330,000 active; activation, % at 8.5 µM; recombinant procaspase-7, Ac-DEVD-pNA absorbance 405 nm; D23A/D198A/D206A triple mutant, cannot self-cleave; scale: DMSO 0, 5 µM enzyme 100;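 active = percent activation above the screen-wide mean plus 3 SD, cut at about 25% in these data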
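Assay system: Uncleavable procaspase-7 mutant enzyme / Input: 2 µM procaspase-7 mutant as dispensed / Dosing: single nominal 8.5 µM compound dose, 0.8% DMSO final / Timing: 1 h enzyme–compound preincubation and 2 h substrate reaction, both 25 °C / Detection: p-Nitroaniline absorbance at 405 nm, read at 0 and 120 min / Replication: singlicate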
procasp3 activ – procaspase-3 (human) activation; P42574; recombinant procaspase-3 D3A, Ac-DEVD-pNA absorbance 405 nm; activation, % at 8.5 µM; 0.11% of 330,000 active; AID 463141;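 active = activation above the mean of all tested compounds plus 3 SD, cut at about 21% in these data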;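 also: 0% = DMSO alone and 100% = DMSO wells spiked with extra 5 µM PC-3 D3A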
Target sequence (P42574 whole entry D9A/D28A/D175A): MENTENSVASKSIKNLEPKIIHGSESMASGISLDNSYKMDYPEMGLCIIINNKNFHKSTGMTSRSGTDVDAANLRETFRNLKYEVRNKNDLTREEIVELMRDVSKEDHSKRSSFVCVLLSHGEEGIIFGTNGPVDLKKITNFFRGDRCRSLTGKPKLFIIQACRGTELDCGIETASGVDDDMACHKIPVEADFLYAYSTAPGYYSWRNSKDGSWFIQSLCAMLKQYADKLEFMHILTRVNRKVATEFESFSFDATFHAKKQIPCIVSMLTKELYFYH
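Assay system: Procaspase-3 D3A mutant, all three cleavage aspartates alanine. Buffer or medium: Zinc-free HEPES saline buffer with Triton X-100. Times: 1 h compound preincubation, 2 h substrate hydrolysis at 25 °C. Measured by: 405 nm absorbance of p-nitroaniline, reads at 0 and 120 min. Read-out basis: percent activation relative to control range. Replicates: singlicate.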
RPL19A-GFP yeast – alters RPL19A-GFP fluorescence in TOR pathway yeast screen | percent response vs DMSO, % at 10 µM | S. cerevisiae RPL19A-GFP strain, flow cytometry, 3 h; active compounds read low | AID 2025 | 0.3% of 330,000 active;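 active = percent response vs DMSO below 50%; inconclusive = fewer than 70 events counted for the yeast strain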;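 also: median channel GFP fluorescence of the barcoded RPL19A-GFP strain; ratio of sample median GFP to plate DMSO average so 100% = DMSO; lower means less RPL19A-GFP as with rapamycin TOR inhibition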
JMJD2C inh – blocks human GASC-1 demethylase activity. Q9H3R0. GST-JMJD2C(1-420) H3K9me3 demethylation, DELFIA europium. inhibition, % at 2.35 µM. 0.069% of 330,000 active;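 active = more than half of a compound's replicate wells show inhibition beyond 50%, single wells judged on their own value; inconclusive = some, but no more than half, of replicates pass 50% inhibition; inactive = no replicate passes 50% inhibition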;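 also: signal counts dimethyl H3K9 product captured on neutravidin plate; 0% = median of DMSO wells and 100% = 0.3 times that DMSO median; strong numbers were not always called active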
CR mimetic SO – lowers age-related superoxide in aged yeast cells; S. cerevisiae aged cells, superoxide DHE fluorescence; active compounds read low; superoxide response (% of plate mean), % at 10 µM; 0.18% of 330,000 active;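 active = superoxide response under a set limit, about three screen SD below normal, cut at about 65% in these data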;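 also: yeast aged for seven days with compound at 30 °C before DHE staining; 100% = average MFI of all compound-treated wells on the plate with controls excluded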
LAP4 TOR yeast – modulators of TOR pathway LAP4-GFP in S. cerevisiae; S. cerevisiae LAP4-GFP multiplex, flow cytometry GFP, 3 h; median GFP as percent of DMSO wells; 0.34% of 320,000 active; AID 2023; GFP response vs DMSO, % at 10 µM;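 active = GFP response vs DMSO above a set limit, about the screen mean plus 3 SD, cut at about 150% in these data; inconclusive = under 70 cell events counted for the yeast strain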
MEP2-GFP yeast – alters MEP2-GFP fluorescence in TOR pathway yeast screen; GFP response vs DMSO, % at 10 µM; 0.51% of 330,000 active; AID 2016; S. cerevisiae MEP2-GFP strain, flow cytometry GFP, 3 h; 100% = DMSO control level;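 active = GFP response versus DMSO above a set limit, roughly screen mean plus 3 SD, cut at about 180% in these data; inconclusive = fewer than 70 cells counted for a yeast strain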;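 also: median GFP fluorescence of the barcode-gated MEP2-GFP cells per well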
AHR act – human AHR activation. activation, % at 5 µM. AHR-responsive luciferase reporter cells, luminescence. P35869. 2.5% of 320,000 active. AID 2796; in the data active = activation above about 47%;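 also: 0% = vehicle wells and 100% = reference agonist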
Target sequence (P35869 whole entry, looked up): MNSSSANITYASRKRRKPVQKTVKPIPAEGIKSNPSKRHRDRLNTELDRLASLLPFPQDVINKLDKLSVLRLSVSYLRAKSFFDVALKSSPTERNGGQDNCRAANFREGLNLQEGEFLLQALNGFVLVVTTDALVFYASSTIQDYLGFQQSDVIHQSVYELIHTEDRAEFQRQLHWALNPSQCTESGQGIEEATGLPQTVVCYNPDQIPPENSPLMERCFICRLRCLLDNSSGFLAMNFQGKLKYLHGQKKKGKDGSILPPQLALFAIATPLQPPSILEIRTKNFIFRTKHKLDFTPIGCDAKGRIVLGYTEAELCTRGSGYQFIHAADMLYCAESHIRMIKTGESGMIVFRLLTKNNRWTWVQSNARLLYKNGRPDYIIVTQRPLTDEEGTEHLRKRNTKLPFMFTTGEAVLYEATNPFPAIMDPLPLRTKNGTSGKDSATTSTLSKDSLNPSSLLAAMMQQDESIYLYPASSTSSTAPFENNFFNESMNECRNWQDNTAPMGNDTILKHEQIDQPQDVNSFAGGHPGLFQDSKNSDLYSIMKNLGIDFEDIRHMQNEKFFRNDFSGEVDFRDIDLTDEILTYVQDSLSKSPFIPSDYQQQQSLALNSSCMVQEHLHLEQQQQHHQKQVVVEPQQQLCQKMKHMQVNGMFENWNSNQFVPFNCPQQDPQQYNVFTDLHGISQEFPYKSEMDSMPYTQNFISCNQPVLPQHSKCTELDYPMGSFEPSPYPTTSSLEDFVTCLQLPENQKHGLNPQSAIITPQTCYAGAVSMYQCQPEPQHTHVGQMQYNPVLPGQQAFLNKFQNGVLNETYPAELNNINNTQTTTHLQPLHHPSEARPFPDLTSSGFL
Active calls of the source: *; ? = inconclusive; . = no result given; [ ] = remark or other dose. Not a hit list. About 3.8% of those tested had a hit in this group.

| cpd | SMILES | proCasp7 act | procasp3 activ | RPL19A-GFP yeast | JMJD2C inh | CR mimetic SO | LAP4 TOR yeast | MEP2-GFP yeast | AHR act |
| --- | --- | --- | --- | --- | --- | --- | --- | --- | --- |
| 1 | CCN(C(=O)c1cc(S(=O)(=O)N2CCCCC2)c[nH]1)c1ccc(OC)cc1 | 1.3 | -0.1 | 99.7 | -3.4 | 99.8 | 98.2 | 104.2 | -3.0 |
| 2 | Cc1ccccc1OCC(=O)Nc1cc(Cl)ccc1Oc1ccccc1 | -5.8 | -2.2 | 98.4 | 6.1 | 114.3 | 102.5 | 102.3 | 6.0 |
| 3 | CC(=O)N[C@@H](Cc1c[nH]c2ccccc12)C(=O)NC1CC1 | 12.5 | 3.1 | 102.0 | -14.5 | 101.5 | 89.7 | 101.6 | 2.0 |
| 4 | CCN1CCN(CC(O)COC(C)C)CC1 (stereo unspecified) | -4.5 | -1.6 | 102.5 | ? | 73.3 | 99.4 | 102.4 | 1.1 |
| 5 | Cc1ccc(NC(=O)CN(C)C(=O)CSc2nnnn2C)cc1 | 0.4 | -3.9 | 77.3 | -4.9 | 94.5 | 103.5 | 121.4 | 3.0 |
| 6 | CCn1c(SCC(=O)N(C)CC(=O)Nc2ccc(OC)cc2)nnc1-c1ccco1 | 2.3 | 9.1 | 96.1 | -4.4 | 121.6 | 101.8 | 98.9 | 0.7 |
| 7 | CC1(C)Cc2c(c(-c3ccccc3)[nH]c(=O)c2C#N)CS1 | 12.8 | 6.2 | 97.9 | 20.1 | 93.2 | 86.8 | 92.2 | 0.9 |
| 8 | O=C(Nc1ccc2oc(-c3ccccc3)nc2c1)c1cc(-n2cnnc2)ccc1Cl | -7.7 | 0.9 | 95.5 | -7.7 | 86.1 | 99.2 | 91.3 | -5.1 |
| 9 | CC(=O)Nc1ccc(C#Cc2ccc(NC(C)=O)cc2)cc1 | -3.0 | 2.2 | 93.2 | -0.9 | 81.3 | 97.5 | 98.8 | -7.6 |
| 10 | Cc1ccc(Cl)c2c(N=Nc3ccccc3)c(O)[nH]c12 | . | . | 108.1 | 2.2 | 96.8 | 108.8 | 114.4 | . |
| 11 | CC(C)(C)Nc1nc(Cl)nc(NC2CCCCC2)n1 | 5.0 | 2.7 | 42.0*[may fluoresce violet] | -24.3 | 102.5 | 73.7[may fluoresce violet] | 171.3[may fluoresce violet] | 1.0 |
| 12 | NNc1nc2ccccc2c(=O)n1Cc1ccccc1 | -0.5 | -5.2 | 100.7 | 3.9 | 98.5 | 94.6 | 100.5 | 6.7 |
| 13 | Clc1cc(NC2CCCCC2)ncn1 | -8.6 | -4.0 | 97.1 | -1.4 | 88.7 | 93.8 | 103.0 | 0.3 |
| 14 | COCCNC(=O)/C(C#N)=C/c1ccc(C)o1 | -7.4 | -10.1 | 95.6 | 1.1 | 105.5 | 98.5 | 93.8 | 3.2 |
| 15 | Brc1ccccc1OCCCN1CCCCCC1 | -4.2 | 3.5 | 100.2 | -17.9 | 112.6 | 85.9 | 102.0 | 0.2 |
| 16 | NCCN=C1NS(=O)(=O)c2ccccc21 | -0.9 | 2.6 | 100.7 | 181.7 | 93.5 | 98.9 | 107.4 | -0.2 |
| 17 | CCc1ccc(C(=O)COC(=O)c2cccnc2Cl)cc1 | 2.9 | 2.0 | 103.7 | -10.3 | 99.9 | 106.2 | 111.6 | -1.4 |
| 18 | CCOc1ccc(CCNC(=O)Cn2ccc3ccccc3c2=O)cc1OCC | 8.9 | -1.9 | 97.3 | 9.0 | 106.7 | 102.9 | 96.8 | 5.6 |
| 19 | COc1cc(NS(=O)(=O)c2ccc(NC(=S)NC(=O)c3ccco3)cc2)ncn1 | 1.0 | -8.4 | 88.4 | 4.1 | 104.5 | 90.3 | 95.7 | -0.1 |
| 20 | Cc1onc(-c2ccccc2Cl)c1C(=O)NCCn1c(C)cc2ccccc21 | -1.3 | 2.3 | 98.6 | 10.8 | 112.4 | 104.0 | 99.2 | 8.7 |
| 21 | Cc1csc(SCC(=O)NC(C)c2ccc(F)cc2)n1 (stereo unspecified) | -4.5 | 0.1 | 108.0 | 8.7 | 104.2 | 106.3 | 112.6 | -2.8 |
| 22 | Cc1cc(CNC(=O)COC(=O)c2ccc(Cl)c(N)c2)cc(C)c1O | -9.7 | 0.0 | 87.1 | 3.2 | 90.8 | 117.6 | 109.5 | 0.6 |
| 23 | O=C(CNC(=O)c1ccccc1)N/N=C/c1cc(Br)ccc1O | -12.3 | -6.3 | 100.1 | -16.1 | 95.4 | 95.6 | 102.6 | 7.3 |
| 24 | O=C(CSc1nnc(C2CC2)n1-c1ccccc1)NC1CCS(=O)(=O)C1 (stereo unspecified) | 1.0 | 6.1 | 108.3 | 4.4 | 103.0 | 109.4 | 108.4 | -2.2 |
| 25 | COc1ccc(NS(=O)(=O)c2cccc(C(=O)NCc3ccco3)c2)cc1 | -6.2 | -4.0 | 104.2 | 7.5 | 99.6 | 107.0 | 109.7 | 1.5 |
| 26 | C[C@@H]1COC(=O)[C@@H](Cc2ccc(F)cc2)C/C=C\C[C@@H](CC(=O)N[C@H](CO)Cc2ccccc2)C(=O)N1 | 6.0 | -6.2 | 101.2 | . | 94.8 | 109.9 | 103.7 | -1.0 |
| 27 | N/C(=N\OC(=O)c1cccc(F)c1)c1ccccc1 | 15.2 | 8.4 | 105.0 | -0.4 | 110.6 | 126.0 | 107.3 | 25.5 |
| 28 | O=S(=O)(Nc1ccc(N2CCCCC2)cc1)c1ccccc1F | -8.4 | -0.2 | 95.5 | 4.0 | 75.5 | 109.3 | 88.0 | 0.6 |
| 29 | CSc1nnc(-c2cccs2)n1C | 1.9 | -3.0 | 93.2 | -3.2 | 93.1 | 108.9 | 96.8 | 1.4 |
| 30 | Cc1cccc(C)c1-n1ncc(C(=O)NC2CCCC2)c1C1CCNCC1 | 9.0 | -7.0 | 105.7 | -13.8 | 91.8 | 108.4 | 120.0 | -0.4 |
| 31 | CCOC(=O)c1ccc(NC(=O)Cn2ncc(Cl)c(Cl)c2=O)cc1 | 4.4 | 11.2 | ? | 2.6 | 99.6 | ? | ? | 1.7 |
| 32 | Fc1ccc(CNC2CCN(Cc3ccccc3)CC2)cc1 | -1.9 | -6.8 | 99.2 | -0.9 | 96.4 | 111.3 | 94.0 | 0.1 |
| 33 | CC(C)OCCCn1c(NN)nc2ccccc2c1=O | -12.7 | -13.6 | 96.3 | 14.0 | 117.2 | 98.6 | 91.3 | 2.1 |
| 34 | CC(Sc1ccc(Cl)cc1)C(=O)NNC(=O)c1ccccc1O (stereo unspecified) | -9.5 | 3.5 | 100.7 | -42.5 | 112.6 | 101.9 | 106.1 | 24.0 |
| 35 | CCc1ccccc1NC(=O)C1CC(c2ccc(F)cc2)=NO1 (stereo unspecified) | -4.2 | -1.1 | 90.9 | 5.4 | 107.5 | . | 91.7 | -1.1 |
| 36 | CCOc1ccccc1NC(=O)/C=C/c1ccccc1[N+](=O)[O-] | 3.0 | 5.6 | 100.2 | -0.9 | 95.7 | 96.9 | 105.7 | 62.8* |
| 37 | Cn1c(SCc2ccccc2)nnc1-c1ccco1 | -3.3 | 3.3 | 93.9 | -10.3 | 96.9 | 104.6 | 100.9 | -2.3 |
| 38 | Cn1c(=O)oc2cc(S(=O)(=O)Nc3cccc(C(=O)O)c3)ccc21 | 11.7 | 7.5 | 100.5 | -0.5 | 120.0 | 106.4 | 119.1 | 2.3 |
| 39 | CC(NC(=O)Cn1cnc([N+](=O)[O-])n1)c1ccccc1 (stereo unspecified) | 6.5 | 2.9 | 96.0 | -7.1 | 107.5 | 92.6 | 93.0 | -0.2 |
| 40 | COc1ccccc1CC(=O)Nc1ccc(-c2nnc(-c3ccco3)o2)cc1 | -0.6 | 7.4 | 99.7 | 3.5 | 103.2 | 106.1 | 103.5 | -13.1 |
| 41 | CCc1ccc(NC(=O)CSc2nnc(CNC(=O)c3ccc(OC)cc3)o2)cc1 | 1.4 | 3.8 | 104.5 | 0.7 | 99.1 | 95.0 | 102.7 | 2.4 |
| 42 | CN(CCOc1ccccc1)C(=O)C1CCC(=O)N(CCc2ccc(Cl)cc2)C1 (stereo unspecified) | . | . | 104.6 | 0.4 | 101.8 | 65.1 | 98.3 | . |
| 43 | CCOc1c(Br)cc(/C=C2\C(=O)N(CCC#N)N=C2C)cc1OC | -16.3 | -17.8 | 97.9 | -18.3 | 104.2 | 114.0 | 93.9 | 1.0 |
| 44 | CCC(C)C(Nc1ccc(C(=O)OC)cc1[N+](=O)[O-])C(=O)OC (stereo unspecified) | -2.7 | 0.1 | 104.9 | 0.6 | 99.5 | 92.2 | 101.5 | -3.9 |
| 45 | CCOC(=O)N1CCN(c2c(NCCN3CCN(c4ccccc4F)CC3)c(=O)c2=O)CC1 | 3.6 | -16.5 | 98.7 | -6.6 | 100.5 | 97.8 | 102.1 | 1.9 |
| 46 | Cc1onc(-c2ccccc2Cl)c1C(=O)NCc1ccc(N2CCCC2=O)cc1 | 1.8 | 4.1 | 103.7 | -18.2 | 106.0 | 106.9 | 100.3 | 0.4 |
| 47 | O=C(c1cc(-c2ccncc2)nc2ccccc12)N1CCN(S(=O)(=O)/C=C/c2ccccc2)CC1 | -1.5 | 5.1 | 90.1 | 2.6 | 112.7 | 91.0 | 98.9 | 8.9 |
| 48 | Cc1nnc(NC(=O)CN2CCN(Cc3ccccc3)CC2)s1 | -11.9 | 2.9 | 103.8 | -5.7 | 102.9 | 99.7 | 103.7 | 0.7 |
| 49 | COc1ccc(-c2[nH]ncc2CN2CCN(C3CCCCC3)C(=O)C2)cc1F | -6.1 | -2.5 | 91.5 | 7.9 | 108.5 | 97.4 | 90.1 | 4.3 |
| 50 | Cc1ccc(-c2cc3onc(-c4ccccc4)c3c(=O)n2C)cc1 | 4.7 | 7.3 | 95.7 | 2.8 | 101.7 | 126.9 | 93.0 | -7.3 |
| 51 | CN1CCN(c2ccccc2NC(=O)c2ccc(-c3cccc(Cl)c3)o2)CC1 | -5.8 | 1.4 | 106.9 | -4.9 | 91.0 | 91.3 | 116.3 | 60.9* |
| 52 | O=C1NCC(COc2ccc([N+](=O)[O-])cc2)O1 (stereo unspecified) | -6.0 | 4.5 | 99.4 | -15.6 | 91.3 | 91.8 | 107.2 | 1.5 |
| 53 | Cc1cc(C)n(C(C)CNS(=O)(=O)c2ccc(Cl)cc2)n1 (stereo unspecified) | -0.4 | -2.4 | 96.6 | -4.6 | 103.1 | 92.1 | 103.0 | -2.9 |
| 54 | O=C(c1ccc(F)c(S(=O)(=O)N2CCOCC2)c1)N(c1ccccc1)c1ccccn1 | -2.1 | 4.1 | 96.8 | -6.6 | 101.3 | 102.9 | 101.5 | -2.1 |
| 55 | CCOC(=O)c1c(C=O)c(C)n(Cc2ccccc2)c1C | -0.6 | 3.3 | 103.5 | ? | 88.1 | 102.0 | 100.6 | 3.5 |
| 56 | Cc1cc(-c2csc(NC(=O)C3=COCCO3)n2)c(C)n1C | 4.9 | 2.5 | 107.1 | 4.4 | 97.3 | 109.2 | 102.8 | -2.6 |
| 57 | CC1(C)Cc2c(sc3[nH]c(=O)n(CC(=O)NCC4CCCO4)c(=O)c23)CO1 (stereo unspecified) | 8.7 | 1.4 | 94.8 | 49.6 | 101.7 | 83.4 | 89.1 | 1.3 |

Assay outcomes (PubChem BioAssay)
